# Source: PubChem BioAssay
# FLuc modulator – inhibits or activates purified firefly luciferase, miR-21 counter-screen. 360,000 compounds, 6.9% hits. Potency, µM (doses to about 57.5 µM), without a hit: top-dose activity change, negative = inhibition, actives largely listed as inhibitors. purified FLuc, Km substrates, luminescence inhibition;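 further: plate controls were vehicle for no effect and reference inhibitor for full effect; nearly all actives have a fitted effect of over 55% in size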
#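 Purified P. pyralis luciferase (10nM final) with 10uM D-luciferin and 10uM ATP (Km levels) in 50mM Tris acetate pH 7.5, 10mM Mg acetate, 0.01% Tween-20, 0.05% BSA; qHTS 6-point titration, ~60 µM downward; luminescence read.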
# p53 reactivator – restores transcriptional activity of mutant p53; H1299 p53-A138V BP100-luciferase reporter, luminescence, 24 h; Potency, µM (top dose mostly 92.2 µM), for the others: at the top dose activity change, positive = activation, most hits filed as activators; 320,000 compounds, 0.063% hits; AID 504706; further: % of control where 0% means no effect; nearly all actives have a fitted effect of over 45% in size
#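 H1299 (p53-null), stable ts p53-A138V + BP100-Luc; 1000 cells/well, Opti-MEM/10% FBS; cpd 4 pt, 1:5; 24 h, 37 deg C, 5% CO2; detection reagent 10 min RT; luminescence.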
# VP16 counter – counter-screen for ROR gamma inhibitors: Gal4-VP16 reporter; AID 2546; Drosophila S2 Gal4-VP16 UAS-luciferase, luminescence, 20 h; 310,000 compounds, 3.5% hits; Potency, µM (series often up to 53.6 µM), without a hit: at the highest dose activity, negative = inhibition, most hits filed as inhibitors;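 further: Gal4-VP16 expression switched on by copper sulfate through the metallothionein promoter; on the % scale 0 is the no-effect control and ±100 the full control effect; nearly all actives have a fitted effect of over 50% in size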
# uPA generation – cell surface uPA generation inhibition; cell surface uPA generation assay, qHTS; Potency, µM (doses to about 38.3 µM), for the others: at the highest dose activity change, negative = inhibition, actives largely listed as inhibitors; 330,000 compounds, 0.31% hits; active means well fitted inhibition curve with a large enough effect; inconclusive means small, poorly fitted or top-dose-only effect; inactive means no such curve, though single readings can be large or run the other way; tested in mouse RAW 264.7 cells; further: on the % scale 0 is the no-effect control and ±100 the full control effect; nearly all actives have a fitted effect of over 55% in size
# BRCA1 expr up – increases BRCA1 expression; MCF7-BRCA1-FFLuc reporter, luminescence, 48 h; response scale: scaled: vehicle 0%, 10 µM genistein 100%; Potency, µM (series often up to 46.1 µM), inactives show at the top dose activation, actives largely listed as activators; 380,000 compounds, 1.1% hits; AID 624202; further: nearly all actives have a fitted effect of over 80% in size; some results filed as inactive show a strong effect at the top dose
#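 Activators of BRCA1 expression were detected as increased firefly luciferase luminescence in engineered MCF7 cells after 48 h compound incubation. Signals were scaled to genistein 10 microM as full activation.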
# MLL CXXC-DNA inh – inhibitors of human MLL CXXC domain-DNA interaction | AID 2662 | MLL-CXXC / FITC-HOXA9 DNA fluorescence polarization | 290,000 compounds, 0.037% hits | Potency, µM (series often up to 115 µM), for the others: top-dose activity change, negative = inhibition, actives largely listed as inhibitors; active means well fitted inhibition curve with a large enough effect in the polarisation, with a control signal flat, not every such curve was filed as active; inconclusive means small, poorly fitted or top-dose-only effect, or effect the other way, or a change in a side signal; inactive means no such curve, though single readings can be large or run the other way; the % refers to the polarisation
#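 Purified MLL-CXXC (added from a 7 uM solution) was preincubated 5 min at ambient with pinned compounds in 50 mM Tris-HCl pH 7.5, 50 mM NaCl, 1 mM DTT, 0.05% BSA. Fluorescein-labeled HOX-A9 DNA (50 nM solution) followed, 30 min, then polarization read.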
# NPC1 prom act – activates the NPC1 promoter. Huh7 NPC1 promoter luciferase reporter, 24 h. Potency, µM (top dose mostly 9.22 µM), inactives show at the top dose activation, hits mostly activators. 320,000 compounds, 2.4% hits. AID 485313;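 further: % of control where 0% means no effect; nearly all actives have a fitted effect of over 60% in size; reporter is driven by a mutant NPC1 promoter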
#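 NPC1 promoter–luciferase Huh7 cells; 24 h compound; luminescence.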
# Rab9 promoter act – activates the Rab9 promoter; Huh7 Rab9 promoter-luciferase reporter, luminescence, 24 h; Potency, µM (doses to about 9.22 µM), for the others: at the highest dose activation, negative = inhibition, actives largely listed as activators; 320,000 compounds, 2.8% hits; AID 485297; further: % of control where 0% means no effect; nearly all actives have a fitted effect of over 60% in size
#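 Steps: seed 1500 Huh7 Rab9-luc cells per well, rest 2 h at 37 °C; add compound in DMSO; incubate 24 h; add luciferase reagent, 10 min ambient; read luminescence.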
# RORg inh – inhibitors of mouse ROR gamma transcriptional activity; 310,000 compounds, 5.4% hits; P51450; AID 2551; Potency, µM (titrated, usually from 53.6 µM), for the others: at the highest dose activity change, negative = inhibition, hits mostly inhibitors; Drosophila S2 Gal4-RORgamma UAS-luciferase reporter, 20 h; further: on the % scale 0 is the no-effect control and ±100 the full control effect; nearly all actives have a fitted effect of over 60% in size
# Target sequence (P51450 whole entry, looked up, the tested form may be a part): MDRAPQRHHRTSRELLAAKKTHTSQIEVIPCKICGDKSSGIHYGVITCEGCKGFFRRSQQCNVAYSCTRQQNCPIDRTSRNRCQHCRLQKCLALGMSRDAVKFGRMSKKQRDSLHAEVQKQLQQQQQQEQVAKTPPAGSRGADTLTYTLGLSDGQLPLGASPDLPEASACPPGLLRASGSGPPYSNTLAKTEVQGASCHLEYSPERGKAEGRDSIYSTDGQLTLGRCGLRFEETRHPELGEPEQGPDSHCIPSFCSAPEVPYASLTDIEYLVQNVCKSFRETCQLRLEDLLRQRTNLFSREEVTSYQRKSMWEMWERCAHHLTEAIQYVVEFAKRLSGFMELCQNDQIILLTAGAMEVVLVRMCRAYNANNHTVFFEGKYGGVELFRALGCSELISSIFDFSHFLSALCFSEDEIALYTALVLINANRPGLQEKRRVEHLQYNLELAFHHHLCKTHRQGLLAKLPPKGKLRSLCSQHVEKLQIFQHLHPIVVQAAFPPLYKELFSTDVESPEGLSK
#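 Using a luciferase readout, inhibitors were identified by reduced reporter activity in Drosophila cells coexpressing a copper-inducible Gal4–ROR gamma fusion and UAS-driven Photinus luciferase, incubated 20 hr after 700 uM copper sulfate.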
# ELG1 genotox – inducers of genotoxicity in HEK293T ELG1-luciferase cells. HEK293T ELG1-luciferase reporter, luminescence, 16 h. Potency, µM (top dose mostly 46 µM), without a hit: at the top dose activity change, positive = activation, usual class: activators. 330,000 compounds, 1.3% hits. AID 504466; further: % of control where 0% means no effect; nearly all actives have a fitted effect of over 60% in size
#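 Step 1: seed 2,000 HEK293T ELG1-luciferase cells per well. Step 2: add compound or DMSO, incubate 16 hr at 37 °C. Step 3: ONE-Glo, 30 min at room temperature, read luminescence.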
# MBNL1 CUG block – inhibitors of human MBNL1 binding to CUG repeat RNA; AID 2675; Q9NR56; Potency, µM (series often up to 57.5 µM), inactives show at the top dose activity change, negative = inhibition, actives largely listed as inhibitors; 280,000 compounds, 0.036% hits; TR-FRET MBNL1-His/biotin-(CUG)12 binding, 665/545 ratio; active means well fitted inhibition curve with a large enough effect in the signal ratio, with a control signal flat, not every such curve was filed as active; inconclusive means small, poorly fitted or top-dose-only effect, or effect the other way, or a change in a side signal; inactive means no such curve, though single readings can be large or run the other way; the % refers to the signal ratio; further: on the % scale 0 is the no-effect control and ±100 the full control effect
# Target sequence (Q9NR56 whole entry, looked up): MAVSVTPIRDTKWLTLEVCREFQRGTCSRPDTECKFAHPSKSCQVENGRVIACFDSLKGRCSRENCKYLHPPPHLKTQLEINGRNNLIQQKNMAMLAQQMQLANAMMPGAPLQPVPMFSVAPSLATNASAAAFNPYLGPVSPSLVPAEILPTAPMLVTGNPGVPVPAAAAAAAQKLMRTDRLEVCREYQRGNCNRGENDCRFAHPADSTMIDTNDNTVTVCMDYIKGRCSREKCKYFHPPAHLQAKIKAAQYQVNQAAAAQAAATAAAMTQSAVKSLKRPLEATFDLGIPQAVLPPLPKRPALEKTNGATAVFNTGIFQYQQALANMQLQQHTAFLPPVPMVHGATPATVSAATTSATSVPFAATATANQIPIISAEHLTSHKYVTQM
#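 TR-FRET readout: Ex 340 nm, 665/545 nm emission ratio, normalized to buffer-only (basal) and MBNL1-(CUG)12 controls. Complex of MBNL1-His with Biotin-(CUG)12, compounds 92 nM–58 uM, incubated 60 min at room temperature.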
# The depositor's hits bear a star; ? = inconclusive; . = no result given; & = joins results of further samples; [ ] = remark or other dose. Unless noted, the call rests on the fitted dose curve; in most records, active means well fitted curve in the direction sought with a large enough effect; inconclusive means small, poorly fitted or top-dose-only effect, or another doubt; inactive means no such curve, though single readings can be large; an effect the other way counts as inactive or inconclusive. Potency means the concentration at half of the fitted maximal effect. An excerpt, so the mix of outcomes need not match the whole.
Structure	BRCA1 expr up	RORg inh	p53 reactivator	uPA generation	MBNL1 CUG block	MLL CXXC-DNA inh	NPC1 prom act	FLuc modulator	VP16 counter	Rab9 promoter act	ELG1 genotox
CC(C)NC(=O)c1onc(CSc2ccccn2)c1C(=O)NC(C)C	0.1%	-24.4%	1.1%	4.7%	-2.4%	-1.2%	-1.8%	-0.3%	16.8%	-4.9%	3.1%
CCCCCCCOc1ccc(-c2ccc(C#N)cn2)cc1	-19.8%	-3.2%	-3.3%	3.3%	6.0%	0.1%	-4.2%	3.3%	-11.2%	-3.5%	-1.7%
O=C(N/N=C/c1ccncc1)c1cc2c(ccc3ccccc32)o1	5.5%	-34.5%	-4.1%	9.2%	10.5%	-26.2%	0.2%	?	-1.6%	3.7%	3.3%
COc1ccc(S(=O)(=O)N2CCCCC2)cc1NS(=O)(=O)c1cc(Cl)ccc1Cl	-12.4%	2.6%	-1.5%	2.1%	?	3.8%	3.5%	-0.3%	?	2.7%	-3.1%
CCONC(=NC)c1nonc1N	15.4%	-5.2%	3.5%	3.1%	.	-4.4%	-0.7%	3.2%	-5.2%	-2.8%	-7.3%
COc1ccc(NC(=O)C(=O)NCCCO)cc1Cl	5.7%	31.2%	17.2%	-0.8%	-2.7%	2.6%	14.3%	0.8%	-6.4%	2.0%	14.3%
CCN(C(=O)CSc1nnc(-c2ccc(F)cc2)c2ccccc12)C1CCS(=O)(=O)C1 (stereo not given)	-31.0%	20.7%	13.3%	?	8.9%	10.0%	-6.3%	-2.6%	-2.2%	-0.3%	0.0%
COc1ccc(C2=CC(c3cc(OC)c(OC)c(OC)c3)NC(=S)N2)cc1 (stereo not given)	-40.0%	12.6µM*	-4.8%	-2.6%	4.4%	8.1%	-1.7%	0.7%	?	8.2%	3.8%
N/C(=N\OC(=O)CCCN1C(=O)c2ccccc2C1=O)c1ccccn1	-10.5%	2.7%	0.1%	8.6%	9.9%	-14.6%	-0.5%	-5.5%	9.0%	?	0.2%
C=CCn1c(CNc2ccc(C)cc2)nnc1SCC(=O)N/N=C/c1ccc(O)cc1O	-65.0%	-31.2%	28.3%	6.1%	12.1%	-3.6%	-3.8%	?	2.6%	?	-3.3%
COC(=O)C(N)Cc1ccc(Cl)cc1 (stereo not given)	16.3%	.	11.9%	19.2%	.	2.1%	-7.6%[46.1 µM]	-1.4%	.	1.4%[46.1 µM]	1.5%
CC(C(=O)NC1CCCC1)N(Cc1ccco1)C(=O)c1snc(C(=O)NC2CCCC2)c1N (stereo not given)	-37.2%	?	-2.1%	-3.5%	14.5%	11.5%	4.1%	0.9%	?	-1.0%	-10.0%
CC(C)(C)NC(=O)NC(=O)COC(=O)CCC1CCCC1	-3.3%	-14.7%	1.3%	2.0%	-4.5%	-12.7%	1.5%	-2.4%	-17.8%	0.4%	0.4%
Cc1cccc(CN2CCC(CNC(=O)CSc3cc(=O)n(C)c4cc(Cl)ccc34)CC2)c1	-9.9%	-6.0%	4.2%	-2.1%	0.2%	-14.0%	-4.6%	0.2%	-2.5%	-1.1%	-1.3%
Cc1cc(C)c2c(N)c(C(=O)N/N=C/c3cccnc3)sc2n1	100.1%	41.8%	18.1%	-0.5%	?	-12.5%	?	?	-1.6%	?	11.1%
Cc1cc(-c2ccc(NC(=O)[C@@H]3CCCC[C@@H]3C(=O)O)c(C)c2)ccc1NC(=O)[C@@H]1CCCC[C@@H]1C(=O)O	4.6%	13.3%	7.5%	-4.7%	0.8%	-0.8%	8.2%	?	-5.9%	0.1%	3.2%
COc1ccc(-n2c(=O)cc(N3CCN(c4ccccc4)CC3)[nH]c2=O)cc1	6.0%	0.6%	18.0%	-1.3%	-15.0%	0.8%	0.9%	4.6%	-2.7%	-7.8%	-0.6%
CSC1=NCCN1C(=O)c1cccc(C(F)(F)F)c1	-16.6%	-13.7%	-5.1%	3.8%	0.7%	0.6%	-6.4%	-3.4%	-1.3%	1.1%	-0.6%
Cc1ccc(S(=O)(=O)NCCC(=O)NCCOc2ccccc2)cc1	0.2%	.	4.7%	4.2%	.	.	-0.2%	4.0%	.	1.2%	1.6%
CCCN(CCC)CCCNC(=O)c1cc2c(-c3ccc(OC)c(OC)c3)nn(C)c2s1	-24.3%	-10.5%	0.5%	-11.7%	-10.3%	?	-2.7%	2.2%&-4.9%	-14.6%	-2.9%	7.4%
CN(C)S(=O)(=O)c1ccc(Cl)c(C(=O)NNC(=O)Cn2ccc(C(F)(F)F)n2)c1	-3.0%	.	-4.8%	-2.4%	.	.	-2.4%	5.4%	.	-5.7%	1.5%
Cc1ccc(C(=O)Nn2cnnc2)cc1S(=O)(=O)N1CCOCC1	14.1%	-5.2%	3.9%	-0.2%	-1.2%	0.6%	0.8%	-0.9%	-2.7%	2.1%	-0.1%
CC(OC(=O)c1ccc(-n2cnnn2)cc1)C(=O)Nc1ccc(F)c(F)c1F (stereo not given)	-3.4%	.	-6.2%	-2.9%	.	.	-1.2%	-0.7%	.	-3.6%	1.5%
O=C1CC2(CCN(C(=O)c3ccc([N+](=O)[O-])cc3)CC2)Oc2ccccc21	-10.2%	.	-4.6%	-7.1%	.	.	-3.9%	11.7%	.	-1.8%	4.9%
CC1(C)CC(=O)C2=C(C1)NC(Nc1nc3ccccc3o1)=NC2c1ccccn1 (stereo not given)	-85.7%	3.55µM*	-3.1%	2.1%	5.4%	3.7%	-7.4%	-5.9%	1.12µM*	-8.0%	13.9%
CC(=O)c1cccc(NC(=O)CCCCCn2nnc3ccccc3c2=O)c1	-15.0%	-4.1%	3.2%	-3.6%	-6.6%	6.4%	1.2%	-12.3%	2.0%	-0.1%	-6.8%
COc1ccc(C)cc1NS(=O)(=O)c1ccc(Br)s1	-44.9%	10.9%	-2.2%	-18.3%	-2.0%	5.3%	1.5%	-0.2%	-1.4%	7.8%	-4.6%
COc1ccc(Cl)cc1NC(=S)NNC(=O)c1cccnc1	-14.8%	-38.0%	7.5%	-1.0%	-4.7%	-3.6%	0.4%	?	-9.8%	1.0%	-1.0%
O=C(O)c1cccc(NC(=O)c2ccc(COc3ccc(Cl)cc3)cc2)c1	55.6%	-7.4%	.	4.9%	-1.1%	-1.7%	?	6.01µM*	-3.9%	3.16µM*	8.2%
Cc1ccc(C(=O)NCC(=O)OCC(=O)c2ccc3c(c2)NC(=O)CO3)cc1C	0.0%	3.0%	0.2%	-2.5%	-27.0%	-1.3%	-0.3%	?	1.3%	6.6%	2.0%
Nc1cccc2c1C(=O)N(C(=O)/C=C/c1ccc(F)cc1)C2=O	-84.6%[inhibitor]	12.6µM*	?	-13.5%	17.2%	8.2%	-5.0%	10.7µM*	-2.4%	-10.7%	12.2%
O=C(NC1=NCCS1)c1cccc(N2C(=O)c3ccccc3C2=O)c1	-2.3%	-17.9%	-2.9%	-15.9%	?	-1.3%	-4.4%	-12.4%	1.0%	0.4%	0.4%
O=C(OC1CCOC1=O)c1cc(-c2cccc(Br)c2)nc2ccccc12 (stereo not given)	-0.8%	7.6%	5.3%	-1.4%	7.4%	19.2%	-3.6%	?	-3.8%	-3.0%	3.4%
CSC1=C(C#N)C(c2ccc3c(c2)OCO3)C2=C(CCCC2=O)N1 (stereo not given)	-29.6%	-1.7%	-4.1%	-4.3%	?	2.8%	-3.2%	3.9%	1.6%	-4.9%	-6.7%
CC(Oc1ccc(Cl)cc1Cl)C(=O)NCCN1CCOCC1 (stereo not given)	1.2%	7.2%	1.2%	-10.9%	-7.6%	-7.4%	6.6%	-4.1%	0.9%	2.7%	4.4%
COc1ccc2oc(C(=O)NCc3ccccc3CN3CCCC3)c(C)c2c1	-15.9%	.	-11.0%	-8.4%	.	.	1.1%	0.4%	.	-1.2%	1.3%
COc1cc2c(cc1OC)C(C)N(S(=O)(=O)c1cn(C)cn1)CC2 (stereo not given)	15.4%	-1.3%	2.2%	-2.1%	-11.0%	0.6%	-6.8%	0.5%	5.0%	-2.2%	0.8%
CCOC(=O)c1cccc(NC(=O)CCc2nnc3ccc(N4CCN(C)CC4)nn23)c1	2.5%	0.0%	-2.5%	2.5%	-12.6%	3.6%	-3.1%	1.3%	-4.0%	21.2%	2.4%
S=C1NC[C@H](Cc2ccccc2)N1CCCCC1CCCCC1	10.7%	0.708µM*	18.6%	15.1%	18.9%	-15.7%	-0.1%	-20.5%	5.01µM*	14.2%	-1.6%
